Compound activity from PubChem BioAssay.
CBFb-RUNX1 inh: CBF-beta/RUNX1 interaction disruption | 230,000 tested, under 10 active | Potency, µM (highest dose often 59.8 µM), inactives show at the highest dose activity, negative = inhibition, actives largely listed as inhibitors | Q01196+Q13951 | AlphaScreen CBFb-His/RUNX1-biotin binding, biochemical; note: % of control where 0% means no effect
Target sequence (Q01196 whole entry, looked up): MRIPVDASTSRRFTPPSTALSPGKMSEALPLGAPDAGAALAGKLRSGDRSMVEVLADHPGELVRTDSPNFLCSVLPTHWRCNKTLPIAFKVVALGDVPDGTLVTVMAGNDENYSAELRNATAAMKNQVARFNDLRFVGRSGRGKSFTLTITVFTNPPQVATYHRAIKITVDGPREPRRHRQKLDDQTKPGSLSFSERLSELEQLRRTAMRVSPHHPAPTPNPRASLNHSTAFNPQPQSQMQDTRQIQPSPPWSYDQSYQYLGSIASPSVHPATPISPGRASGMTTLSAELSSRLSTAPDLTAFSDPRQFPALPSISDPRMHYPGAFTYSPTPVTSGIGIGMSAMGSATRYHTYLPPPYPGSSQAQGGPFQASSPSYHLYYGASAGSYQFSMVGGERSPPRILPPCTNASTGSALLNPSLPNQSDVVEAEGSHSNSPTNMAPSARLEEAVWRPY
Target sequence (Q13951 whole entry, looked up): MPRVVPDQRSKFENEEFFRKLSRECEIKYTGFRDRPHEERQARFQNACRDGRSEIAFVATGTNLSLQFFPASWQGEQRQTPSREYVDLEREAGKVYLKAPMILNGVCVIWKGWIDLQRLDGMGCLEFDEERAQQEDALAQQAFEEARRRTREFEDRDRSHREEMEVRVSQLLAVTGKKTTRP
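Interaction loss through any mechanism counts as activity. Pre-formed complex of His-CBF-beta and biotin-RUNX1 (30 nM apiece) is incubated with compound 15 min, then with 50 ng nickel and 50 ng streptavidin beads for 90 min before AlphaScreen detection.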
aGlu spleen mod: lysosomal alpha-glucosidase (human) modulation | P10253 | human spleen homogenate, 4-MU-alpha-glucoside fluorescence | Potency, µM (titrated, usually from 79.9 µM), without a hit: at the top dose activity change, negative = inhibition, usual class: inhibitors | actives 0.006% (n = 240,000) | AID 2112;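 note: potency is the fitted concentration of half-maximal effect; 0% = enzyme with vehicle and -100% = no enzyme basal signal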
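Compounds were titrated against alpha-glucosidase in spleen homogenate at pH 5.0, with 1 mM 4-methylumbelliferyl substrate for 40 min at 37 C. Reactions were quenched with pH 10 NaOH/glycine and fluorescence measured.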
LMNA splice mod: modulators of lamin A splicing | Potency, µM (top dose mostly 46.1 µM), for inactives: at the top dose ratio change, negative = inhibition, actives largely listed as inhibitors | HeLa LMNA splicing GFP/RFP minigene ratio, 48 h | actives 0.01% (n = 200,000); active = well fitted inhibition curve with a large enough effect in the signal ratio, with a control signal flat, not every such curve was filed as active; inconclusive = small, poorly fitted or top-dose-only effect, or effect the other way, or a change in a side signal; the % refers to the signal ratio; note: potency is the fitted concentration of half-maximal effect; % is set by controls: 0 for no effect and ±100 for the full control effect
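S3 HeLa cells stably expressing lamin A-EGFP splicing minigene plus DsRed2, 600 cells/well, 48 h compound exposure at 37C. Laser-scanning cytometry; analysed as GFP (500-530 nm)/RFP (575-640 nm) total intensity ratio; 0.5% DMSO vehicle.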
GAA glycogen mod: inhibitors or activators of human alpha-glucosidase glycogen cleavage; P10253; Potency, µM (top dose mostly 76.4 µM), inactives show at the top dose activity change, negative = inhibition, actives largely listed as inhibitors; AID 2100; actives 0.38% (n = 300,000); recombinant GAA, glycogen substrate, Amplex Red glucose oxidase fluorescence;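 note: potency is the fitted concentration of half-maximal effect; 0% = full enzyme reaction and -100% = no-enzyme basal signal; the screen sought inhibitors and activators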
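Recombinant human alpha-glucosidase (4 nM final) hydrolysed bovine liver glycogen (30 ug) for 40 min at 37 C in pH 5.0 citrate/phosphate with 0.01% Tween-20. Released glucose detected by glucose oxidase/Amplex Red, Ex 573/Em 610 nm. Compounds up to 77 uM; AC50 from Hill fits.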
HTT cytoprotect: Huntington cell model cytoprotection by ATP luminescence; actives 0.14% (n = 230,000); PC12 HTT-Q103 induced, cytoprotection, ATP luminescence, 40 h; Potency, µM (series often up to 56.4 µM), for inactives: cytoprotection (ATP increase), usual class: activators;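 note: potency is the fitted concentration of half-maximal effect; % of control where 0% means no effect; nearly all actives have a fitted effect of over 45% in size; toxic huntingtin expression switched on by the ecdysone agonist tebufenozide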
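Compounds added alongside 100 nM tebufenozide, which induces toxic Q103 huntingtin exon 1-GFP in stable PC12 cells; surviving cells quantified by luminescent ATP measurement. Medium: phenol red-free DMEM, 5% equine and 5% calf serum.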
GAA inh: alpha-glucosidase (human) inhibition; purified human GAA, 4-MU-alpha-glucoside fluorescence; actives 0.005% (n = 200,000); Potency, µM (series often up to 76.9 µM), inactives show at the highest dose activity change, negative = inhibition, actives largely listed as inhibitors; P10253;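 note: potency is the fitted concentration of half-maximal effect; plate controls were uninhibited enzyme wells for no effect and no-enzyme background for full effect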
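Endpoint fluorogenic read: 20 min room-temperature reaction of 4 nM human alpha-glucosidase with 400 uM 4-methylumbelliferyl-alpha-D-pyranoside, pH 5.0, quenched with 1M NaOH/1M glycine pH 10. AC50 from Hill modeling.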
HttQ103 aggreg: mutant huntingtin aggregation inhibition; actives 1.1% (n = 220,000); PC12 HttQ103-GFP aggregates, Acumen cytometry, 40 h; Potency, µM (series often up to 46.1 µM), without a hit: top-dose activity change, negative = inhibition, most hits filed as inhibitors; AID 1688; note: potency is the fitted concentration of half-maximal effect; % is set by controls: 0 for no effect and ±100 for the full control effect; nearly all actives have a fitted effect of over 60% in size
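PC12 cells with ecdysone-inducible HTT exon1 Q103-GFP, induced by 100 nM tebufenozide, given compounds in a concentration series. GFP aggregates (1–25 um, 6 SD above background) counted in lysates by laser-scanning cytometry, 488 nm excitation.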
* = called active by the depositor; & = joins results of further samples; [ ] = another dose, or the depositor's remark. Unless noted, calls come from the whole dose curve; as a rule, active = well fitted curve in the direction sought with a large enough effect; inconclusive = small, poorly fitted or top-dose-only effect, or another doubt; inactive = no such curve, though single readings can be large; an effect the other way counts as inactive or inconclusive.

What do the screens show for `COc1ccc(O[C@H]2C=C[C@@H](c3ccccc3)O[C@H]2COC(=O)CC/C(C)=N\OC[C@@H](O)[C@H]2O[C@H]3OC(C)(C)O[C@H]3[C@@H]2O)cc1`?
CBFb-RUNX1 inh: 11%[13.1 µM]; aGlu spleen mod: -5%[17.4 µM]; HTT cytoprotect: -14%[10 µM]

Results for Cn1c(=S)c2[nH]c(SCCN3CCCC3)nc2n(C)c1=O ?
CBFb-RUNX1 inh: 2%; aGlu spleen mod: -5%; GAA glycogen mod: inconclusive; HTT cytoprotect: -12%&4%[10 µM]; HttQ103 aggreg: 0%[9.22 µM]

How did NC(=O)c1ccc(-c2ccc(Br)cc2)o1 do in these assays?
CBFb-RUNX1 inh: -7%; aGlu spleen mod: 5%; LMNA splice mod: inconclusive; GAA glycogen mod: 5%; HTT cytoprotect: -22%; GAA inh: 6%; HttQ103 aggreg: 17%

What do the screens show for `CCCCC1CC1C(=O)Nc1ccc(OC)c(OC)c1` (stereo not drawn)?
CBFb-RUNX1 inh: 6%; aGlu spleen mod: -8%; LMNA splice mod: -4%; GAA glycogen mod: 3%; HTT cytoprotect: 1%[10 µM]; GAA inh: -1%; HttQ103 aggreg: inconclusive

What do the screens show for `CC(C)(C)C(=O)NC(NC(=S)Nc1sc2c(c1C#N)CCCC2)C(Cl)(Cl)Cl` (stereo not drawn)?
CBFb-RUNX1 inh: -3%; aGlu spleen mod: -1%; LMNA splice mod: 6%; GAA glycogen mod: inconclusive; HTT cytoprotect: -48%[inhibitor]; GAA inh: -5%; HttQ103 aggreg: inconclusive

Results for COCCCNC(=O)Cn1c(=O)n(CCCCCC(=O)NCc2ccc3c(c2)OCO3)c(=O)c2sccc21 ?
CBFb-RUNX1 inh: 22%; aGlu spleen mod: -4%; GAA glycogen mod: -5%; HTT cytoprotect: -20%[10 µM]; GAA inh: -1%; HttQ103 aggreg: inconclusive

What do the screens show for `C[C@H](NC(=O)c1ccccc1Cl)C(=O)OC(C(=O)Nc1cc(C(F)(F)F)ccc1Cl)c1ccccc1` (stereo partly drawn)?
CBFb-RUNX1 inh: 4%; aGlu spleen mod: -3%; LMNA splice mod: 7%; GAA glycogen mod: -9%; HTT cytoprotect: -15%; GAA inh: -15%; HttQ103 aggreg: -20%

Results for O=C(CCn1c(=O)[nH]c2ccsc2c1=O)NCCc1ccc(Cl)cc1 ?
CBFb-RUNX1 inh: 0%; aGlu spleen mod: -6%; LMNA splice mod: 8%; GAA glycogen mod: -2%; HTT cytoprotect: 3%; GAA inh: -2%; HttQ103 aggreg: 11%

Results for O=C(NCc1ccco1)C(c1ccc(F)cc1)N(CC1CCCO1)C(=O)Cn1nnc2ccccc21 (stereo not drawn) ?
CBFb-RUNX1 inh: -6%; aGlu spleen mod: 6%; LMNA splice mod: -8%; GAA glycogen mod: -13%; HTT cytoprotect: 23%; GAA inh: -12%; HttQ103 aggreg: 4%

Results for CCOC(=O)c1nnc(-c2ccccc2)nc1NCc1ccccc1 ?
CBFb-RUNX1 inh: -14%; aGlu spleen mod: -8%; LMNA splice mod: 9%; GAA glycogen mod: 1%; HTT cytoprotect: -5%; GAA inh: inconclusive; HttQ103 aggreg: -10%

How did N#CC(C#N)=c1ccc2c(c1)N1C3=C(CCCC3)CC3CCCCC31N=2 (stereo not drawn) do in these assays?
CBFb-RUNX1 inh: -13%; aGlu spleen mod: -8%; LMNA splice mod: 5%; GAA glycogen mod: 4%; HTT cytoprotect: 7%[10 µM]; GAA inh: -10%; HttQ103 aggreg: 0%

How did CC(NC(=S)Nc1ccc(F)cc1)C(c1cccs1)N1CCOCC1 (stereo not drawn) do in these assays?
CBFb-RUNX1 inh: 12%; aGlu spleen mod: 1%; GAA glycogen mod: -7%; HTT cytoprotect: 9%[10 µM]; HttQ103 aggreg: 7%[9.22 µM]

Results for Cc1ccc(NC(=O)CSc2nc(N)c3c4c(sc3n2)CSC(C)(C)C4)cc1 ?
CBFb-RUNX1 inh: -14%; aGlu spleen mod: 1%; LMNA splice mod: inconclusive; GAA glycogen mod: -4%; HTT cytoprotect: 28%[10 µM]; GAA inh: inconclusive; HttQ103 aggreg: 27%

How did COc1ccccc1N1CCN(c2ncnc3c2oc2ccccc23)CC1 do in these assays?
CBFb-RUNX1 inh: -3%; aGlu spleen mod: 2%; LMNA splice mod: inconclusive; GAA glycogen mod: -14%; HTT cytoprotect: -38%[0.074 µM]; GAA inh: 5%; HttQ103 aggreg: -3%

What do the screens show for `Nc1cc2c(cc1C(=O)c1ccccc1F)OCCO2`?
CBFb-RUNX1 inh: -17%; aGlu spleen mod: 4%; LMNA splice mod: 2%[46 µM]; GAA glycogen mod: -18%; HTT cytoprotect: -43%[inhibitor]; GAA inh: 11%; HttQ103 aggreg: 3%

What do the screens show for `Cc1ccc(S(=O)(=O)CCC(=O)NCc2ccc(Cl)cc2)cc1`?
CBFb-RUNX1 inh: 6%; aGlu spleen mod: -14%; LMNA splice mod: -8%; GAA glycogen mod: -6%; HTT cytoprotect: 16%[10 µM]; GAA inh: 2%; HttQ103 aggreg: inconclusive

How did Cc1cc(-c2nnc(SCC(=O)c3ccc4c(c3)OCCO4)o2)no1 do in these assays?
CBFb-RUNX1 inh: 3%; aGlu spleen mod: 3%; LMNA splice mod: inconclusive; GAA glycogen mod: 2%; GAA inh: -1%; HttQ103 aggreg: 16%

How did Cn1nccc1C(=O)Oc1ccc(/C=N/NC(=O)c2ccccc2O)cc1 do in these assays?
CBFb-RUNX1 inh: -3%; aGlu spleen mod: -21%; LMNA splice mod: 2%[9.22 µM]; GAA glycogen mod: -19%; HTT cytoprotect: 0.89µM*; GAA inh: -7%; HttQ103 aggreg: inconclusive

How did COC(=O)c1cccc(CN2C(=O)SC(Nc3ccc(C)cc3)C2=O)c1 (stereo not drawn) do in these assays?
CBFb-RUNX1 inh: 2%; aGlu spleen mod: -5%; GAA glycogen mod: inconclusive; HTT cytoprotect: -18%[10 µM]; HttQ103 aggreg: -17%[9.22 µM]

Results for Nc1c(NCCC2=CCCCC2)c(=O)[nH]c(=O)n1Cc1ccccc1 ?
CBFb-RUNX1 inh: -2%; aGlu spleen mod: -1%; LMNA splice mod: 6%; GAA glycogen mod: -8%; HTT cytoprotect: -10%[10 µM]; GAA inh: 8%; HttQ103 aggreg: 6%

How did CC(C)CC(=O)Nc1ccc(C(=O)NNC(=S)NC(=O)C2CCCCC2)cc1 do in these assays?
CBFb-RUNX1 inh: -8%; aGlu spleen mod: -2%; LMNA splice mod: inconclusive; GAA glycogen mod: 0%; HTT cytoprotect: 18%; GAA inh: 3%; HttQ103 aggreg: 10µM*

How did O=C(CN1C(=O)CSC1=O)N1CCc2ccccc2C1 do in these assays?
CBFb-RUNX1 inh: 12%; aGlu spleen mod: -5%; LMNA splice mod: 3%; GAA glycogen mod: 6%; HTT cytoprotect: -1%[10 µM]; GAA inh: 3%; HttQ103 aggreg: 4%

How did COc1ccc(NC(=S)NCCc2ccccc2OC)c(OC)c1 do in these assays?
CBFb-RUNX1 inh: -5%; aGlu spleen mod: -9%; LMNA splice mod: -4%; GAA glycogen mod: -8%; HTT cytoprotect: -21%; GAA inh: -21%; HttQ103 aggreg: -16%

What do the screens show for `COc1ccccc1-n1c(SCC(=O)N2CCOCC2)nc2cccnc21`?
CBFb-RUNX1 inh: 3%; aGlu spleen mod: -4%; GAA glycogen mod: -10%; HTT cytoprotect: -9%[10 µM]; GAA inh: -8%; HttQ103 aggreg: -8%[9.22 µM]

The final two entries of the section above open the next one:
How did COc1ccc(NC(=S)NCCc2ccccc2OC)c(OC)c1 do in these assays?
CBFb-RUNX1 inh: -5%; aGlu spleen mod: -9%; LMNA splice mod: -4%; GAA glycogen mod: -8%; HTT cytoprotect: -21%; GAA inh: -21%; HttQ103 aggreg: -16%

What do the screens show for `COc1ccccc1-n1c(SCC(=O)N2CCOCC2)nc2cccnc21`?
CBFb-RUNX1 inh: 3%; aGlu spleen mod: -4%; GAA glycogen mod: -10%; HTT cytoprotect: -9%[10 µM]; GAA inh: -8%; HttQ103 aggreg: -8%[9.22 µM]

Results for Cc1nc2ccc(-c3nc4ccc(N)cc4[nH]3)cc2[nH]1 ?
CBFb-RUNX1 inh: inconclusive; aGlu spleen mod: 14%; LMNA splice mod: 9%[46 µM]; GAA glycogen mod: inconclusive; HTT cytoprotect: -65%[inhibitor][10 µM]; GAA inh: inconclusive; HttQ103 aggreg: -32%[9.22 µM]

What do the screens show for `Cn1c(-c2cc(Cl)ccc2O)nc2c1c(=O)[nH]c(=O)n2Cc1ccccc1`?
CBFb-RUNX1 inh: 7%; aGlu spleen mod: 3%; GAA glycogen mod: 14%; GAA inh: 4%; HttQ103 aggreg: 8%

How did CCOC(=O)CSc1nc(C)c(CC)c(C)c1C(N)=O do in these assays?
CBFb-RUNX1 inh: -2%; aGlu spleen mod: -3%; LMNA splice mod: 5%[46 µM]; GAA glycogen mod: 18%; HTT cytoprotect: -16%; GAA inh: 10%; HttQ103 aggreg: 1%[9.22 µM]

Results for CCc1nnc(NC(=O)CSc2nc(-c3ccccc3)cc(-c3ccc(F)cc3)c2C#N)s1 ?
CBFb-RUNX1 inh: 21%; aGlu spleen mod: 0%; LMNA splice mod: inconclusive; GAA glycogen mod: 6%; HTT cytoprotect: -22%; GAA inh: 5%; HttQ103 aggreg: 3%

Results for CNC(=O)Cn1c(=O)n(C)c2ccccc21 ?
CBFb-RUNX1 inh: 7%; aGlu spleen mod: -11%; LMNA splice mod: -2%; GAA glycogen mod: 6%; HTT cytoprotect: -1%; GAA inh: -5%; HttQ103 aggreg: -12%

Results for CC(=O)c1cn(C)c(=O)n(C)c1=O ?
CBFb-RUNX1 inh: 3%; aGlu spleen mod: 10%; LMNA splice mod: -5%; GAA glycogen mod: 6%; HTT cytoprotect: -10%[10 µM]; GAA inh: 10%; HttQ103 aggreg: 14%

How did CNC(=O)c1nnn(Cc2ccccc2)c1NC(C)=O do in these assays?
CBFb-RUNX1 inh: 0%; aGlu spleen mod: -5%; LMNA splice mod: -8%; GAA glycogen mod: 5%; HTT cytoprotect: -7%[10 µM]; GAA inh: inconclusive; HttQ103 aggreg: -17%
